WT yeast gro inh = growth inhibition of WT yeast, mitochondrial fusion screen | actives 2.1% (n = 190,000) | mitochondrial fusion phenotypic screen, WT strain | inhibition, % at 10 µM; in the data active means inhibition above about 58%; tested in S. cerevisiae
RSV CPE inhibition = RSV antiviral activity via CPE protection, HEp-2 cells, primary 10 µM value included (AID 2391). actives 0.13% (n = 310,000). HEp-2 cells, RSV-induced CPE inhibition; higher % means a stronger effect. CPE inhibition, % at 10 µM, or IC50 in µM where a hit was titrated; in the data active means a potency from the dose series; inconclusive means CPE inhibition mostly from about 23% at the one dose, without a potency; inactive means the rest, 99 in 100 with CPE inhibition below about 21%; further: strong numbers were not always called active
West Nile antiviral = inhibition of WNV-induced cytopathic effect – cell-based, CPE readout (AID 1621) | one-dose CPE inhibition, % at 10 µM; IC50 in µM for titrated hits | West Nile virus-infected cells, CPE inhibition; higher % means a stronger effect | actives 0.02% (n = 290,000); in the data active means a potency from the dose series; inconclusive means CPE inhibition mostly from about 3.7% at the one dose, without a potency; inactive means the rest, 99 in 100 with CPE inhibition below about 2.2%; further: strong numbers were not always called active
b-catenin transl = alters nuclear translocation of beta-catenin in HeLa cells | immunofluorescence imaging | nuclear translocation activity, % at 5 µM | actives 0.3% (n = 190,000) | AID 1665;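 active means nuclear translocation activity above 50% at 5 µM, with a well cell count of 50 or more; inconclusive means wells under 50 cells across six images, flagged as toxic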;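 further: per-cell ratio of nuclear to cytoplasmic median beta-catenin stain intensity; plate controls were DMSO negative control for no effect and GSK-3 inhibitor IX positive control for full effect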
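Read-out: Nuclear/cytoplasmic beta-catenin signal ratio, % activation | Assay system: Human HeLa cell line | Times: 24 h compound exposure at 37°C, 5% CO2 | Signal: Fluorescence imaging of beta-catenin antibody stain plus DAPI | Dosing: 5 µM primary, 0.02–20 µM confirmation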
Myeloid diff MLP = compounds promoting myeloid differentiation; ER-HoxA9 myeloid progenitors, lysozyme-GFP differentiation, flow cytometry; calls only at 10 µM; actives 1% (n = 360,000);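 active means normalized GFP-positive differentiation at or above the plate's own cutoff, the solvent-only control mean plus 3 SD; inconclusive means no clear call, values can overlap the other calls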;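 further: cells exposed to compound for four days before flow analysis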
PhoP inhibition = PhoP-dependent GFP reporter repression – Salmonella Typhimurium, primary screen (AID 1863); actives 0.16% (n = 300,000); S. Typhimurium PhoP-regulated promoter GFP reporter, 4 h; higher % means a stronger effect; one-dose inhibition, % at 50 µM; IC50 in µM for titrated hits;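 active means inhibition over 29.93%, a cutoff 3 SD above the screen mean, later confirmed by dose response; inconclusive means inhibition over 29.93% but no dose response follow-up; inactive means inhibition at most 29.93% or unconfirmed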;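 further: 0% = low Mg2+ inducing control and 100% = high Mg2+ repressing control; strong numbers were not always called active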
T cell HTS = T cell immune modulation candidate | AID 2052 | actives 0.068% (n = 330,000) | 2C CD8+ T cell-vesicle binding, flow cytometry; stronger effect = lower value | calls only at 7 µM;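 active means response, share of CD8 T cells binding vesicles, and their 90th percentile fluorescence all below set limits, cut at about 80% in these data, passing the limit was not always enough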
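material = purified 2C TCR transgenic mouse naive CD8+ T cells | controls = Unloaded micro-vesicles (low), QL9 vesicles with 0.7% DMSO (high) | detection = cytometric PE anti-B7-1 and Alexa647 anti-CD8 signals after 1% paraformaldehyde fixation | incubation = binding step 1.5 h, 37 °C, antibody labelling 20 min, ice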
Large T inhibition = SV40 large T antigen inhibitors, biochemical (AID 1903); one-dose inhibition, % at 20 µM; IC50 in µM for titrated hits; SV40 large T antigen ATPase/helicase inhibition assay; higher % means a stronger effect; actives 0.39% (n = 310,000); in the data active means a potency from the dose series; inconclusive means inhibition mostly from about 32% at the one dose, without a potency; inactive means the rest, 99 in 100 with inhibition below about 32%; further: strong numbers were not always called active
Rac1 GTP hydrolysis = MgcRacGAP GTPase-activating activity inhibitors, confirmation, biochemical, ADP Hunter fluorescence | MgcRacGAP-stimulated Rac1 GTP hydrolysis, ADP Hunter fluorescence; higher % means a stronger effect; GST-tagged Rac1 F28L mutant substrate | one-dose inhibition, % at 30 µM; IC50 in µM for titrated hits | actives 0.6% (n = 340,000) | AID 624330;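 active means first-screen hits whose inhibition reached a set limit at any dose in the follow-up dose series; inconclusive means inhibition above the set first-screen limit but never retested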;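 further: fluorescence reports GDP produced by GAP-driven GTP hydrolysis; strong numbers were not always called active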
WT yeast gro inh mutant strain = recorded beside WT yeast gro inh, whose call it bears; inhibition, %; mitochondrial fusion phenotypic screen, mutant strain inhibition
b-catenin transl cell count 5 µM = also measured in b-catenin transl; calls as there; cell count; measured here: cell count, cytotoxicity flag
T cell HTS vesicle-bound % = further read-out of T cell HTS, marked with its call; double positive events, %; measured here: CD8+ vesicle-bound cell fraction;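 binding gate set so that unloaded-vesicle control wells show 10% double positive cells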
Myeloid diff MLP GFP+ MAC1+ % = recorded beside Myeloid diff MLP, whose call it bears; GFP+ MAC1+ double positive, %; measured here: differentiation confirmed by MAC1 staining
* = called active by the depositor; i = inactive; ? = inconclusive; nt = no result given.

cpd	structure	WT yeast gro inh	WT yeast gro inh mutant strain	RSV CPE inhibition	West Nile antiviral	b-catenin transl	b-catenin transl cell count 5 µM	Myeloid diff MLP
1	COc1ccccc1NS(=O)(=O)c1ccc(C(=O)NCC(c2ccco2)N(C)C)cc1 (stereo unspecified)	nt	nt	-0.3%	nt	nt	nt	i
2	CCC(=O)Nc1ccc(Oc2ccc3c(c2)C(=O)NC3=O)cc1	-5.8	-7.7	0.9%	-0.2%	nt	nt	i
3	Cc1c(CCC(=O)O)c(=O)oc2cc3occ(-c4ccc(F)cc4)c3cc12	-14.6	-15.4	15.0%	-0.2%	-1.1	1018	i
4	O=C1CCC(C(=O)N2CCN(c3cnccn3)CC2)CN1CCc1cccc(F)c1 (stereo unspecified)	nt	nt	1.5%	-0.3%	nt	nt	i
5	CC(=O)Nc1ccc(S(=O)(=O)N2CCN=C2c2ccccc2)cc1	nt	nt	-0.2%	0.2%	nt	nt	i
6	Cc1ccc(S(=O)(=O)NCCC(=O)NC2CC2)cc1	nt	nt	2.4%	-0.2%	nt	nt	i
7	CC(C)CN(C(=O)Cn1ccccc1=O)C1CCS(=O)(=O)C1 (stereo unspecified)	nt	nt	-0.4%	nt	nt	nt	i
8	CCOC(=O)N1CCN(C(=O)CNS(=O)(=O)c2cccs2)CC1	-4.6	5.9	2.0%	0.1%	-1.5	1435	i
9	CCCCc1cc(=O)oc2cc(OCC(=O)NC(Cc3c[nH]c4ccc(O)cc34)C(=O)O)ccc12 (stereo unspecified)	nt	nt	1.1%	0.1%	nt	nt	i
10	CCc1c(C)nc2ncnn2c1N1CCC(C(=O)N2CCN(c3ccc(F)cc3)CC2)CC1	-12.8	2.1	1.3%	0.5%	-0.9	679	i
11	COc1ccc2nc(SCC(N)=O)cc(C)c2c1	14.9	7.3	6.2%	0.4%	-1.6	932	i
12	Cc1ccc(C(=O)Nc2ccc(C(=O)O)cc2)cc1S(=O)(=O)NCc1ccccc1	-3.8	8.9	2.0%	0.9%	-0.3	1016	i

cpd	Myeloid diff MLP GFP+ MAC1+ %	PhoP inhibition	T cell HTS	T cell HTS vesicle-bound %	Large T inhibition	Rac1 GTP hydrolysis
1	1.1	nt	i	24.5	nt	4.7%
2	5.1	-2.2%	i	9.6	1.3%	7.1%
3	0.9	-10.1%	i	8.6	11.3%	4.4%
4	0.0	-7.5%	i	60.1	19.5%	10.1%
5	0.4	-5.3%	i	61.1	8.7%	7.5%
6	4.5	-10.8%	i	30.5	6.5%	12.1%
7	0.7	nt	i	26.0	nt	6.5%
8	1.4	19.0%	i	44.6	0.5%	7.2%
9	1.2	6.1%	i	22.6	8.1%	-1.9%
10	5.9	11.7%	i	29.7	7.9%	5.7%
11	1.0	-2.0%	i	48.7	10.0%	11.0%
12	0.1	-5.2%	i	57.4	23.4%	10.1%

Remaining list, next part
cpd	structure	WT yeast gro inh	WT yeast gro inh mutant strain	RSV CPE inhibition	West Nile antiviral	b-catenin transl	b-catenin transl cell count 5 µM	Myeloid diff MLP
13	COC(=O)c1c(CSc2ccc(C)c(C)c2)noc1C(=O)NCc1ccc(OC)cc1	6.7	-8.2	8.4%	-0.2%	-4.3	960	i
14	Cc1cc(N2CCN(C)CC2)ccc1NC(=O)c1c2c(nc3ccccc13)CCN(Cc1ccccc1)C2	2.8	-6.4	0.4%	nt	-2.8	1139	?
15	O=C(NCc1ccccc1)c1cc(=O)[nH]c2ccccc12	4.7	-17.6	2.9%	0.1%	nt	nt	i
16	Cc1c(NC(=O)c2cc(=O)[nH]c(=O)[nH]2)c(=O)n(-c2ccccc2)n1C	-0.7	13.3	0.7%	0.8%	-5.6	959	i
17	O=C(CN1C(=O)NC2(CCCC2)C1=O)Nc1ccc(S(=O)(=O)N2CCOCC2)cc1	10.4	-3.6	-0.9%	-0.1%	-0.5	1069	i
18	Cc1c(C(=O)OCCOc2ccc(Br)cc2)sc(=S)n1C	-7.1	-3.2	0.1%	0.4%	-5.9	1004	i
19	COC(=O)c1sc2cc(=O)n(-c3cccc(C(F)(F)F)c3)nc2c1O	-1.2	2.4	3.6%	0.4%	0.6	1072	i
20	CC1CCC(NC(=O)CN2C(=O)COc3ccc(S(=O)(=O)N4CCCC4)cc32)CC1 (stereo unspecified)	-13.0	2.9	1.2%	-0.5%	-2.1	1165	nt
21	O=C(c1cccc(S(=O)(=O)Nc2ccc(Br)cc2)c1)N1CCCC1	nt	nt	-1.6%	nt	nt	nt	i
22	COc1ccc(-n2nnnc2SCC(=O)c2cccc(OC)c2)cc1	-2.1	14.3	2.2%	-0.5%	-0.1	1166	i
23	CC(O)C(NS(=O)(=O)c1ccc(Cl)cc1)C(=O)OCc1nnc(-c2ccccc2)o1 (stereo unspecified)	20.6	6.9	3.6%	0.0%	-2.2	1361	i
24	CC(C)C(C)NC(=O)COn1nnc2ccc(S(=O)(=O)N3CCOCC3)cc21 (stereo unspecified)	nt	nt	-0.4%	nt	nt	nt	i

cpd	Myeloid diff MLP GFP+ MAC1+ %	PhoP inhibition	T cell HTS	T cell HTS vesicle-bound %	Large T inhibition	Rac1 GTP hydrolysis
13	1.9	-4.1%	i	25.0	18.9%	-1.0%
14	nt	5.7%	i	1.9	-5.8%	6.8%
15	1.0	0.4%	i	45.0	2.4%	4.9%
16	0.6	-4.6%	i	17.9	20.9%	7.5%
17	0.4	4.7%	i	46.2	5.1%	3.5%
18	0.5	-5.8%	i	39.1	3.0%	6.1%
19	0.1	-2.1%	i	50.9	8.5%	0.7%
20	nt	-19.9%	i	33.1	3.7%	nt
21	1.2	-7.8%	i	29.7	2.6%	4.9%
22	6.4	-6.2%	i	28.0	1.5%	4.2%
23	0.8	1.3%	i	46.9	4.4%	11.2%
24	0.7	nt	i	14.5	nt	2.5%

Carrying on:
cpd	structure	WT yeast gro inh	WT yeast gro inh mutant strain	RSV CPE inhibition	West Nile antiviral	b-catenin transl	b-catenin transl cell count 5 µM	Myeloid diff MLP
25	CCC(C)NC(=O)CCc1c(C)nc2nc(-c3cc(OC)cc(OC)c3)nn2c1C (stereo unspecified)	-5.9	-34.3	1.4%	-0.3%	0.6	816	i
26	Cc1cc(=O)[nH]c(SCCCOc2ccc(F)cc2)n1	-3.8	6.1	0.7%	-0.7%	nt	nt	i
27	COc1cc(C(=O)OCC(=O)Nc2sccc2C(N)=O)cc(OC)c1OC	-2.0	11.0	0.6%	0.2%	6.5	905	nt
28	CC(C)N=Cc1c(O)[nH]c2ccccc12	-10.0	-6.2	1.6%	0.5%	3.7	1006	i
29	CCCn1nnnc1SCC(=O)N1CCCCC1	nt	nt	0.9%	-0.2%	nt	nt	i
30	CCCCn1c(-c2ccccc2)nc2c(=O)n(C)c(=O)[nH]c21	-7.3	-20.3	0.5%	0.1%	-6.5	1087	i
31	COc1ccc2c(c1)[nH]c1c(=O)n(CCCn3ccnc3)cnc12	nt	nt	-2.0%	0.1%	3.2	1073	i
32	CCC(C)(C)NC(=O)C(c1ccc(OC)cc1)N(C(=O)CCC(=O)Nc1cc(C)on1)C(C)(C)C (stereo unspecified)	nt	nt	1.0%	0.1%	nt	nt	i
33	Cc1c(/C=C/C(=O)c2ccc(C(C)C)cc2)cnn1C	-14.7	14.6	2.3%	-1.4%	-0.2	1554	i
34	COc1ccc(C(=O)C(C)[n+]2ccc(-c3nnc4n3CCCCC4)cc2)cc1 (stereo unspecified)	nt	nt	1.5%	0.4%	-1.6	1321	i
35	CCCC(=O)c1cc(-c2nc3ccccc3n2C)n(C)c1	12.5	14.2	0.9%	0.9%	-0.7	1087	i
36	CN(C)CCN(C(=O)c1ccc2c(c1)OCCO2)c1nc2c(Cl)cccc2s1	nt	nt	1.3%	-0.5%	nt	nt	i
37	CCC(C)NC(=O)C1(O)c2ccccc2NC(=O)N1c1ccc(C)c(C)c1 (stereo unspecified)	nt	nt	0.8%	0.0%	nt	nt	i
38	CCn1cc(/C=C(\NC(=O)c2ccccc2OC)C(=O)NCCCn2ccnc2)c2ccccc21	nt	nt	-1.1%	0.0%	nt	nt	i
39	COc1ccc(S(=O)(=O)N2CCCCC2)cc1NC(=O)c1cccs1	nt	nt	0.8%	-0.5%	nt	nt	i

cpd	Myeloid diff MLP GFP+ MAC1+ %	PhoP inhibition	T cell HTS	T cell HTS vesicle-bound %	Large T inhibition	Rac1 GTP hydrolysis
25	0.9	16.6%	i	28.2	2.6%	3.7%
26	1.1	-3.9%	i	38.9	12.1%	1.9%
27	nt	3.2%	i	26.1	8.7%	7.9%
28	0.4	12.0%	i	11.1	21.4%	11.6%
29	1.1	11.8%	i	32.9	2.2%	4.3%
30	0.8	28.9%	i	23.7	-4.4%	10.7%
31	0.8	11.7%	i	5.5	3.1%	17.7%
32	0.3	2.9%	i	18.8	4.7%	4.0%
33	0.5	-11.8%	i	52.5	2.5%	-0.7%
34	0.3	-4.3%	i	25.7	8.4%	nt
35	0.4	10.3%	i	26.2	0.7%	7.4%
36	3.8	-0.7%	i	64.7	8.5%	-10.9%
37	0.3	7.6%	i	40.8	5.5%	1.7%
38	2.0	-1.2%	i	5.5	32.4%	6.3%
39	1.8	-6.5%	i	10.2	-0.2%	11.4%

Sorted by count of non-hydrogen atoms (ascending): some entries from above
cpd	structure	WT yeast gro inh	WT yeast gro inh mutant strain	RSV CPE inhibition	West Nile antiviral	b-catenin transl	b-catenin transl cell count 5 µM	Myeloid diff MLP
31	COc1ccc2c(c1)[nH]c1c(=O)n(CCCn3ccnc3)cnc12	nt	nt	-2.0%	0.1%	3.2	1073	i
27	COc1cc(C(=O)OCC(=O)Nc2sccc2C(N)=O)cc(OC)c1OC	-2.0	11.0	0.6%	0.2%	6.5	905	nt
36	CN(C)CCN(C(=O)c1ccc2c(c1)OCCO2)c1nc2c(Cl)cccc2s1	nt	nt	1.3%	-0.5%	nt	nt	i

cpd	Myeloid diff MLP GFP+ MAC1+ %	PhoP inhibition	T cell HTS	T cell HTS vesicle-bound %	Large T inhibition	Rac1 GTP hydrolysis
31	0.8	11.7%	i	5.5	3.1%	17.7%
27	nt	3.2%	i	26.1	8.7%	7.9%
36	3.8	-0.7%	i	64.7	8.5%	-10.9%

High-throughput results from PubChem.

Rows were taken by chance; 3.6% or so of the library scored in one or more.
